# Rab9 prom act: qHTS Assay for Rab9 Promoter Activators; Huh7 Rab9 promoter-luciferase reporter, luminescence, 24 h; Potency, µM (top dose mostly 9.22 µM), for the others: at the highest dose activation, negative = inhibition, usual class: activators; 2.8% of 320,000 active; AID 485297, 2010; further: potency means the concentration at half of the fitted maximal effect; % of control where 0% means no effect; nearly all actives have a fitted effect of over 60% in size
#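 Using Huh7 cells stably transfected with Rab9 promoter–luciferase, compounds were incubated 24 h at 37 °C, 5% CO2; luciferase luminescence was read 10 min after reagent addition.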
# Giardia kill: Small Molecules that selectively kill Giardia lamblia: qHTS; AID 540267, 2011; activity change, % at 7.66 µM, hits read low; 0.15% of 340,000 active; Giardia lamblia trophozoite viability; in the data active means activity change below about -80%; inconclusive means between about -30% and that limit;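 further: parasites exposed to compound for two days anaerobically before the ATP read; on the % scale 0 is the no-effect control and ±100 the full control effect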
#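 Luminescent ATP signal served as the viability read-out, measured 15-30 min after adding ATP detection reagent to trophozoites that had been incubated with compounds for 48 hrs at 37 deg C anaerobically at 100 cells/well.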
# Coupling enz: qHTS Assay for Inhibitors of Fructose-1,6-bisphosphate Aldolase from Giardia Lamblia: Coupling assay counterscreen; coupling enzyme system counterscreen, AmpLite Red fluorescence; activity change, negative = inhibition, % at 58.2 µM, hits read low; 0.67% of 290,000 active; in the data active means activity change below about -30%; further: on the % scale 0 is the no-effect control and ±100 the full control effect
#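 First, compound is pin-transferred into glyceraldehyde-3-phosphate coupling-enzyme reagent at 57.5 uM final and held 10 min at RT. Next, substrate, coupling system and AmpLite Red are added. After 20 min RT, fluorescence (525/598 nm) is read.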
# VP16 counter: VP16 counterscreen qHTS for inhibitors of ROR gamma transcriptional activity | Drosophila S2 Gal4-VP16 UAS-luciferase, luminescence, 20 h | Potency, µM (highest dose often 53.6 µM), without a hit: top-dose activity, negative = inhibition, usual class: inhibitors | 3.5% of 310,000 active;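 further: Gal4-VP16 expression switched on by copper sulfate through the metallothionein promoter; potency means the concentration at half of the fitted maximal effect; on the % scale 0 is the no-effect control and ±100 the full control effect; nearly all actives have a fitted effect of over 50% in size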
# ELG1 genotox: qHTS screen for small molecules that induce genotoxicity in human embryonic kidney (HEK293T) cells expressing luciferase-tagged ELG1; 1.3% of 330,000 active; Potency, µM (doses to about 46 µM), without a hit: at the highest dose activity change, positive = activation, hits mostly activators; HEK293T ELG1-luciferase reporter, luminescence, 16 h; further: potency means the concentration at half of the fitted maximal effect; % of control where 0% means no effect; nearly all actives have a fitted effect of over 60% in size
#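 DMSO vehicle served as control against compound-treated ELG1-luciferase HEK293T cells; exposure lasted 16 hr at 37 °C and 5% CO2, followed by ONE-Glo luminescence detection after 30 min.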
# RORg inh: qHTS for inhibitors of ROR gamma transcriptional activity; 5.4% of 310,000 active; Drosophila S2 Gal4-RORgamma UAS-luciferase reporter, 20 h; Potency, µM (highest dose often 53.6 µM), without a hit: at the highest dose activity change, negative = inhibition, most hits filed as inhibitors; further: potency means the concentration at half of the fitted maximal effect; on the % scale 0 is the no-effect control and ±100 the full control effect; nearly all actives have a fitted effect of over 60% in size
# Target sequence (P51450 whole entry, looked up, the tested form may be a part): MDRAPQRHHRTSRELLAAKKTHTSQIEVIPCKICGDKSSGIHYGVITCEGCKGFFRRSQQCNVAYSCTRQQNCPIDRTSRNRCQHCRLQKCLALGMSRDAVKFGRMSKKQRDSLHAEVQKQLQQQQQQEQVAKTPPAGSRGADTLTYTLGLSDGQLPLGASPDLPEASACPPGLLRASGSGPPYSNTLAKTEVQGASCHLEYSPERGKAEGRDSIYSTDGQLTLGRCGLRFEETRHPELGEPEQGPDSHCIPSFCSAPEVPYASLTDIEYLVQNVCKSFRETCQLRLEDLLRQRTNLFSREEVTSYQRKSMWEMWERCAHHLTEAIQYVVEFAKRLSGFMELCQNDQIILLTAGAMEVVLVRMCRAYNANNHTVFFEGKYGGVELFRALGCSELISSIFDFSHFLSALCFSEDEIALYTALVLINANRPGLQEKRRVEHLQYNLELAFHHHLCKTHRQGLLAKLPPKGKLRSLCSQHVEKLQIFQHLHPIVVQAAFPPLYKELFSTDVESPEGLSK
#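 In this cell-based reporter format, copper sulfate (700 uM final) drives Gal4–ROR gamma fusion expression from a metallothionein promoter in Drosophila Schneider cells; compounds preincubated 1 hr, reporter read after 20 hr at ambient temperature.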
# KCNH2 3.1 block: qHTS for Inhibitors of KCHN2 3.1: Mutant qHTS; activity change, % (tested at about 1.8 µM); U2OS KCNH2 3.1, thallium flux FluxOr; active compounds read low; 0.95% of 340,000 active;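 active means maximum activity change below -70%; inconclusive means maximum activity change from -70% to -50%; inactive means maximum activity change above -50%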;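 further: thallium influx rate constant from kinetic fluorescence after stimulation buffer; on the % scale 0 is the no-effect control and ±100 the full control effect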
#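 FluxOr-based Tl+ influx in U2OS cells transduced with KCNH2 3.1 virus; rate constants normalized to DMSO controls.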
# NPC1 promoter act: qHTS Assay for NPC1 Promoter Activators; Huh7 NPC1 promoter luciferase reporter, 24 h; Potency, µM (top dose mostly 9.22 µM), without a hit: top-dose activation, actives largely listed as activators; 2.4% of 320,000 active;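 further: potency means the concentration at half of the fitted maximal effect; % of control where 0% means no effect; nearly all actives have a fitted effect of over 60% in size; reporter is driven by a mutant NPC1 promoter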
#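 Luciferase expression driven by the NPC1 promoter was measured in stably transfected Huh7 cells after a 24 h compound incubation, using a luciferase reagent and a luminescence read.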
# FLuc counter: qHTS profiling assay for firefly luciferase inhibitor/activator using purifed enzyme and Km concentrations of substrates (counterscreen for miR-21 project); Luciferin 4-monooxygenase (Photinus pyralis), P08659; purified FLuc, Km substrates, luminescence inhibition; Potency, µM (titrated, usually from 57.5 µM), for inactives: at the highest dose activity change, negative = inhibition, hits mostly inhibitors; 6.9% of 360,000 active; AID 588342, 2011;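 further: potency means the concentration at half of the fitted maximal effect; plate controls were vehicle for no effect and reference inhibitor for full effect; nearly all actives have a fitted effect of over 55% in size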
# Target sequence (P08659 whole entry, looked up): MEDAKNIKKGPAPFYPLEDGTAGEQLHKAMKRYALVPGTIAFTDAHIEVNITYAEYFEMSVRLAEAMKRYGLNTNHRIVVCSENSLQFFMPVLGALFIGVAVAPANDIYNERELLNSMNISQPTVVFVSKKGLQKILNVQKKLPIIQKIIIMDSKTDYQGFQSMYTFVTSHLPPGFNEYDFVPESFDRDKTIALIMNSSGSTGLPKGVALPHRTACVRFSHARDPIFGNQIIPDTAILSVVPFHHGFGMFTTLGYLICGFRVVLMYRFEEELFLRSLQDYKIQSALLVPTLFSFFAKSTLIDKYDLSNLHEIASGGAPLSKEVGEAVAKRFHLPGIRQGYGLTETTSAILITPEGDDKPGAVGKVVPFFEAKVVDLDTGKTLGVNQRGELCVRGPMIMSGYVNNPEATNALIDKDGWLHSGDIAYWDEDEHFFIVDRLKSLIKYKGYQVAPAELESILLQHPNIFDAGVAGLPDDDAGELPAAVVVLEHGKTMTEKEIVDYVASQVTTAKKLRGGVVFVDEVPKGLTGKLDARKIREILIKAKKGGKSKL
#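 Biochemical qHTS of compounds, final roughly 60 µM downward over six points, against 10 nM purified firefly luciferase using Km concentrations of substrates (10 uM D-luciferin, 10 uM ATP) in Tris acetate pH 7.5 buffer; luminescence output.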
# Tb PFK block: qHTS Assay to Find Inhibitors of T. brucei phosphofructokinase; AID 485367, 2010; 0.17% of 330,000 active; ATP-dependent 6-phosphofructokinase (Trypanosoma brucei brucei), O15648; Potency, µM (series often up to 57.5 µM), without a hit: top-dose activity, negative = inhibition, usual class: inhibitors; T. brucei PFK, ADP-Glo luminescence;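 further: potency means the concentration at half of the fitted maximal effect; 0% = uninhibited 1x PFK enzyme wells and -100% = no-enzyme wells; nearly all actives have a fitted effect of over 60% in size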
#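 Compounds were pin-transferred as a titration series up to 57 uM into substrate buffer (0.5 mM F6P, 0.1 mM ATP, pH 8.0), then 1.25 nM PFK was added and reactions ran 45 min before ADP-Glo detection.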
# uPA surface inh: qHTS for Inhibitors of Cell Surface uPA Generation. cell surface uPA generation assay, qHTS. Potency, µM (top dose mostly 38.3 µM), without a hit: at the highest dose activity change, negative = inhibition, usual class: inhibitors. 0.31% of 330,000 active; active means well fitted inhibition curve with a large enough effect; inconclusive means small, poorly fitted or top-dose-only effect; inactive means no such curve, though single readings can be large or run the other way; tested in mouse RAW 264.7 cells; further: potency means the concentration at half of the fitted maximal effect; on the % scale 0 is the no-effect control and ±100 the full control effect; nearly all actives have a fitted effect of over 55% in size
# Starred values were filed as active, the others as inactive; u = inconclusive; x = no result given; [ ] = dose if it differs, or a comment. Unless noted, the call rests on the fitted dose curve; in most records, active means well fitted curve in the direction sought with a large enough effect; inconclusive means small, poorly fitted or top-dose-only effect, or another doubt; inactive means no such curve, though single readings can be large; an effect the other way counts as inactive or inconclusive.
SMILES,Rab9 prom act,Giardia kill,Coupling enz,VP16 counter,ELG1 genotox,RORg inh,KCNH2 3.1 block,NPC1 promoter act,FLuc counter,Tb PFK block,uPA surface inh
O=C(CCN1C(=O)c2ccccc2C1=O)NC(=S)Nc1cccc(Cl)c1,2%,-20,2,u,1%,11µM*,-72*,-4%,-1%,0%,1%
CCOC(=O)C1=C(c2ccccc2)N=C2SCC(=O)N2C1c1ccc2c(c1)OCO2 (stereo not given),0%,10,-6,-5%,2%,-9%,-11,0%,-4%,0%,5%
CC(=O)N1CCOCCOCCOCC1,1%,2,-2,5%,1%,4%,1,0%,0%,-3%,0%
O=C(CSc1nc(=O)n(CCN2CCOCC2)c2c1CCC2)Nc1ccc(OC(F)(F)F)cc1,-11%,-11,x,x,-2%,x,-24,-2%,2%,0%,-7%
O=C(Nc1ccc2ncccc2c1)c1cccc(Br)c1,2.5µM*,6,-1,11%,u,25%,-2,u,11µM*,1%,7%
COCCNC(=O)CSc1nc2cc(OC)c(OC)cc2c(=O)n1CCC1=CCCCC1,-3%,-1,0,-9%,1%,23%,6,-13%,-2%,0%,-1%
CCCc1ccc2oc(C(=O)NCCN3CCCC(C(N)=O)C3)c(C)c2c1 (stereo not given),0%,2,x,3%,6%,12%,-18,0%,-1%,0%,-1%
CC(C)(C)C(=O)Nc1nnc(SCC(=O)NCc2ccco2)s1,-5%,1,-1,-10%,1%,14%,-4,-3%,6%,1%,-5%
NS(=O)(=O)c1ccc(NC(=O)COC(=O)C2CC2)cc1,x,12,x,x,5%,x,2,x,x,0%,-3%
CCCc1cc(C(=O)Nc2ccc(CC)cc2)no1,1.6µM*,4,0,7%,u,1%,4,3.2µM*,4.8µM*,-1%,1%
COc1ccc(NC(=O)/C(=C\c2ccco2)NC(=O)c2ccco2)cc1,-2%,-6,1,4%,-3%,-10%,-9,-6%,-5%,0%,0%
CN(C(=O)CS(=O)(=O)c1cccc(Cl)c1)c1ccccc1,1%,-2,7,12%,-2%,u,-7,0%,1%,6%,4%
CS(=O)(=O)Nc1ccc(C2=NN(S(=O)(=O)c3ccccc3)C(c3cccs3)C2)cc1 (stereo not given),10%,-1,2,-25%,-5%,u,u,0%,-17%,0%,-7%
COC(=O)c1c(-c2c(Cl)cccc2Cl)noc1NC(=O)NN1CCOCC1,-5%,5,-1,4%,-1%,18%,26,-1%,-2%,1%,1%
CCCCCCCCN1C(=O)C(O)=C(C(C)=O)C1c1ccccn1 (stereo not given),1%,-14,-1,u,2%,u,-4,0%,5%,1%,3%
CC(C)C[C@H](NC(=O)c1[nH]cnc1C(=O)N[C@H](C)c1ccccc1)C(=O)OCc1ccccc1,-2%,u,-9,5µM*,2%,6.3µM*,-4,-1%,-2%,-1%,2%
Cc1ccc(CCCOC(=O)CN2CCCCC2)cc1,-4%,-4,0,-1%,2%,17%,-8,-2%,-7%,-5%,2%
Cc1nn(Cc2ccc(F)cc2)c(C)c1NC(=O)c1cc(-c2ccc3c(c2)OCO3)on1,-3%,24,1,-19%,-9%,u,0,-1%,0%,4%,x
OC1(CNCc2ccccc2)C2CC3CC(C2)CC1C3 (stereo not given),-1%,-2,4,1%,-4%,-7%,-9,-2%,3%,-2%,-1%
CCC(C)N1CCN(S(=O)(=O)c2ccc3ccccc3c2)CC1 (stereo not given),-3%,u,3,12%,-2%,23%,1,-4%,0%,0%,13%

# Continued, overlapping the part above by 2 compounds.
SMILES,Rab9 prom act,Giardia kill,Coupling enz,VP16 counter,ELG1 genotox,RORg inh,KCNH2 3.1 block,NPC1 promoter act,FLuc counter,Tb PFK block,uPA surface inh
OC1(CNCc2ccccc2)C2CC3CC(C2)CC1C3 (stereo not given),-1%,-2,4,1%,-4%,-7%,-9,-2%,3%,-2%,-1%
CCC(C)N1CCN(S(=O)(=O)c2ccc3ccccc3c2)CC1 (stereo not given),-3%,u,3,12%,-2%,23%,1,-4%,0%,0%,13%
O=S(=O)(c1ccc(NC(=S)NCc2ccco2)cc1)N1CCCCC1,-3%,4,1,-2%,-9%,u,-2,5%,-1%,0%,6%
CCOC(=O)c1c(-c2ccccc2)csc1NC(=S)NC,2%,-19,-1,1µM*,0%,u,0,1%,-16%,-5%,-8%
Nn1c(SC/C=C/c2ccccc2)nnc1-c1ccco1,x,-2,1,12%,x,34%,5,x,-10%,x,-4%
COC(=O)c1cccc(Cn2nnc3ccccc3c2=O)c1,-9%[1.84 µM],20,4,3%,12%,18%,8,-5%,3%,-6%,5%
CCOC(=O)Cc1csc(NC(=O)CSc2ncnc3c2cnn3-c2ccccc2Cl)n1,-6%,5,0,-17%,-4%,6%,-1,1%,u,1%,-3%
NS(=O)(=O)c1ccc(CCNC(=O)CN2C(=O)c3ccccc3S2(=O)=O)cc1,-5%,-14,x,x,-5%,x,1,-3%,-1%,-18%,3%
CCOC(=O)c1c(C)[nH]c(C)c1C(=O)COC(=O)CCc1ccccc1,x,4,x,x,2%,x,12,x,x,-2%,-23%
O=C(C[n+]1cc(-c2ccccc2)n2c1CCCCC2)c1ccc(Cl)cc1,-9%,-18,-3,u,-8%,28%,x,-1%,0%,-2%,-4%
COc1ccccc1NC(=O)c1ccc(CN(c2cc(Cl)ccc2C)S(=O)(=O)c2ccccc2)cc1,-3%,5,0,0%,-2%,3%,-29,-4%,-1%,2%,4%
CCC(C(=O)Nc1cc(OC)c(NC(=O)c2ccccc2)cc1OC)c1ccccc1 (stereo not given),2%,14,-1,2%,-9%,29%,-14,2%,6%,1%,1%
CCOc1nc(NC(=O)NS(=O)(=O)Oc2cccc(Cl)c2)nc(-c2ccccc2)n1,-2%,9,0,3%,3%,11%,-9,7%,u,-11%,3%
O=C(CCC(=O)N(CC(=O)NC1CCCC1)Cc1ccccc1Cl)Nc1nccs1,2%,0,1,-21%,-1%,11%,26,1%,3%,0%,2%
COc1ccc(CCN2CCCn3c2nc2c3c(=O)[nH]c(=O)n2C)cc1OC,5%,30,-1,2%,1%,1%,-2,0%,6%,9%,-8%
COc1ccc(OC)c(NC(=O)CSc2nnnn2C)c1,-12%,12,0,-11%[10 µM],10%,-2%,-32,-4%,-1%,-4%,-7%
CC1CCCN(C(=O)CN(C)S(=O)(=O)c2cccc3nsnc23)C1 (stereo not given),0%,-3,-1,-2%,0%,1%,7,1%,-2%,2%,-4%
CC(=O)c1ccc(NC(=S)N2CCN(c3ccccn3)CC2)cc1,-1%,0,0,-3%,-3%,-9%,8,1%,-2%,0%,1%
O=C(c1ccco1)N1CCN(c2ncnc3c2[nH]c2ccccc23)CC1,0%,x,-4,-26%,3%,u,x,6%,-7%,-2%,x
Cn1c(OCc2cccnc2)nc2c1c(=O)n(Cc1ccc(Br)cc1)c(=O)n2C,-6%,-4,2,u,-14%,3.5µM*,2,2%,9%,1%,1%
CN(CCNC(=O)C1CCN(S(=O)(=O)N2CCOCC2)CC1)CCc1ccccc1,6%,-3,10,-7%,1%,u,-3,-1%,3%,0%,1%
CCn1c(C)c(C)c2cc(C(=O)NCCc3ccco3)ccc21,0%,35[activator],0,-7%,6%,17%,-6,0%,u,0%,-2%

# Limited to FLuc counter, KCNH2 3.1 block and RORg inh, for 6 of the compounds above:
Compound	FLuc counter	KCNH2 3.1 block	RORg inh
COc1ccccc1NC(=O)c1ccc(CN(c2cc(Cl)ccc2C)S(=O)(=O)c2ccccc2)cc1	-1%	-29	3%
CCC(C(=O)Nc1cc(OC)c(NC(=O)c2ccccc2)cc1OC)c1ccccc1 (stereo not given)	6%	-14	29%
CCOc1nc(NC(=O)NS(=O)(=O)Oc2cccc(Cl)c2)nc(-c2ccccc2)n1	u	-9	11%
O=C(CCC(=O)N(CC(=O)NC1CCCC1)Cc1ccccc1Cl)Nc1nccs1	3%	26	11%
COc1ccc(CCN2CCCn3c2nc2c3c(=O)[nH]c(=O)n2C)cc1OC	6%	-2	1%
COc1ccc(OC)c(NC(=O)CSc2nnnn2C)c1	-1%	-32	-2%

# Screening results: PubChem BioAssay, National Center for Advancing Translational Sciences (NCATS)
